# TAAR1 agonist: human TAAR1 agonists, primary screen, Fluo-8 calcium fluorescence, CHO RD-HGA16 cells | Trace amine-associated receptor 1 (Homo sapiens), Q96RJ0 | vehicle wells 0%, saturating PEA agonist 100% | activation, % at 3 µM | 0.99% of 360,000 active;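 active means activation above the mean activation of all test compounds in the run plus 3 SD, cut at about 38% in these data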
# Target sequence (Q96RJ0 whole entry, looked up): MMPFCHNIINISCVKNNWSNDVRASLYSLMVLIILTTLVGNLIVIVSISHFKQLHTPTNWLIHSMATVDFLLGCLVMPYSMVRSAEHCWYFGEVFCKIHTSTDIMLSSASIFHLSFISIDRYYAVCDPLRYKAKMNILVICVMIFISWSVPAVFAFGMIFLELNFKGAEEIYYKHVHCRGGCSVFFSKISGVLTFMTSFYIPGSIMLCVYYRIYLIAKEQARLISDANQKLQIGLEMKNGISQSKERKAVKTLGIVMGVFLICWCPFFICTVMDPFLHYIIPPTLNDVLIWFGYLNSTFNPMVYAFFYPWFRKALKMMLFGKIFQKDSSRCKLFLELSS
#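 Test system: RD-HGA16 (CHO) cells co-expressing Gα16 and hTAAR1 / Benchmarks: DMSO vehicle as 0%, PEA at EC100 as 100% / Repeats: no replicates (n 1) / Measure: % activation from peak over basal fluorescence ratio, DMSO-to-PEA scaled / Timing: 17-24 h plating, Fluo-8 75 min 37 °C, 30 min RT / Technique: kinetic Fluo-8 calcium fluorescence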
# CHO-K1 Ca ag: counter-screen for M1 agonists: effect in parental CHO-K1 cells. Fluo-8 calcium fluorescence; scaled to maximal ATP response, vehicle zero. activation, % at 3 µM. 0.48% of 360,000 active; in the data active means activation above about 15%;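 further: untransfected CHO-K1 host cells lacking M1 receptor as counterscreen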
# CHO parental Ca: ATP-evoked calcium signal inhibitors, parental CHO, primary screen, counter-screen for OX1R antagonist project, cell-based, fluorescence, Fluo-8 calcium dye; parental CHO-K1, ATP-induced calcium, Fluo-8 fluorescence; 0.63% of 330,000 active; inhibition, % at 5.6 µM;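 active means inhibition above that plate's mean sample inhibition plus 3 SD, cut at about 26% in these data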;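 further: 0% = ATP-challenged DMSO wells and 100% = DMSO wells without ATP; some compounds past the cut are filed as inactive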
#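 Material: Parental CHO cells | Reagent: ATP | Compound dosing: Single nominal dose of 5.6 µM per compound | Detection: Intracellular calcium via Fluo-8 no-wash fluorescent dye | Read-out: % inhibition of ATP-induced calcium mobilization | Benchmarks: Low control ATP plus DMSO, high control DMSO only | Replicates: Singlicate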
# V1R ag counter: agonists of human V1a receptor, primary screen, counter-screen for OXTR agonist project, fluorescence, CHO-V1R cells. Fluo-8 calcium fluorescence, agonist mode; 0% DMSO, 100% 3 nM vasopressin. activation, % at 3 µM. 0.25% of 320,000 active. AID 2797, 2010;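 active means activation above the mean activation of all tested compounds plus 3 SD, per screening run, cut at about 20% in these data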;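 further: signal is peak over basal fluorescence ratio across a 100 second FLIPR read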
# OXTR potentiator: human OXTR potentiators, primary screen, fluorescence, CHO-OTR cells, Fluo-8 calcium. Oxytocin receptor (Homo sapiens), P30559. Fluo-8 calcium fluorescence, potentiator mode; 0% = oxytocin EC15, 100% = EC100. activation, % at 3 µM. 0.061% of 320,000 active. AID 2445, 2010;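 active means activation above that plate's cutoff, the mean activation of tested compounds plus 3 SD, cut at about 6.6% in these data, passing the limit was not always enough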;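 further: 100% uses oxytocin at 75 nM as the full agonist control; some results filed as inactive read as strong as hits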
#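 Measured by – Fluo-8 calcium dye fluorescence · Test system – human OTR in CHO cells · Dosing – one concentration, 3.0 µM compound · Controls – EC15 oxytocin alone as 0%, 75 nM oxytocin as 100% · Evaluation – normalized max/min fluorescence ratio, % activation · Timing – 6 min pre-incubation, 100 s read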
# TAAR1 antagonist: human TAAR1 antagonists, primary screen, Fluo-8 calcium fluorescence, CHO RD-HGA16 cells | inhibition, % at 3 µM | 1.5% of 360,000 active | antagonist | Trace amine-associated receptor 1 (Homo sapiens), Q96RJ0;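 active means inhibition above a per-plate cutoff, the mean inhibition of test compounds on that plate plus 3 SD, cut at about 49% in these data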;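 further: 0% = DMSO plus EC80 beta-PEA response and 100% = DMSO alone without agonist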
#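 System: RD-HGA16 CHO cells with stable hTAAR1 and Gα16 | Probe or stimulus: EC80 β-phenethylamine stimulus | Dosing: 3 µM, single point | Times: Dye loading 75 min at 37 °C, then 30 min room temperature | Measured by: Fluo-8 calcium-sensitive fluorescence | Read-out basis: % inhibition of agonist calcium response | Replicates: n of 1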
# M1 ag: human M1 muscarinic receptor agonists, primary screen, Fluo-8 calcium fluorescence, CHO-K1 cells, HTS. 0.33% of 360,000 active. activation, % at 3 µM. CHO-K1 hM1, agonist mode; 0% DMSO, 100% acetylcholine EC100. Muscarinic acetylcholine receptor M1 (Homo sapiens), P11229;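 active means activation above the run's mean compound activation plus 3 SD, cut at about 16% in these data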;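 further: peak over basal fluorescence ratio within a 140 s kinetic read after compound addition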
# Target sequence (P11229 whole entry, looked up): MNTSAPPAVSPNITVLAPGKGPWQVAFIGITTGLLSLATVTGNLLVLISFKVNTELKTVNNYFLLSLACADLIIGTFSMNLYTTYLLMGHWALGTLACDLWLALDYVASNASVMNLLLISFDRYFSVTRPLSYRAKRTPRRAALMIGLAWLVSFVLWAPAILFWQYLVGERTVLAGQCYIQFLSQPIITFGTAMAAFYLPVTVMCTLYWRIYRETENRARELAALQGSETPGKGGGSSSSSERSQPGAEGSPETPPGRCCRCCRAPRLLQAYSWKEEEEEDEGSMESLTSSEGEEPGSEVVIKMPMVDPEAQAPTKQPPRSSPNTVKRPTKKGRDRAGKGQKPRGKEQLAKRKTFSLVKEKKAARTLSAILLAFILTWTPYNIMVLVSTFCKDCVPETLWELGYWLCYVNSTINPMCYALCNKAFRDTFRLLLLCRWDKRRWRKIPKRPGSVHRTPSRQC
# CHO-K1 Ca PAM: nonselective calcium activators in parental CHO-K1 cells, primary screen, counter-screen for M1 PAM project, cell-based, Fluo-8 calcium fluorescence, full deck, 1536-well. ATP EC20; 0% at ATP EC20, 100% at ATP max. activation, % at 3 µM. 0.02% of 360,000 active. AID 602247, 2012;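 active means activation above the run cutoff, the mean activation of all test compounds plus 3 SD, cut at about 40% in these data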;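 further: peak over basal fluorescence ratio in a 140 s read after ATP addition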
# CHO-K1 Ca antag: nonselective inhibitor or artifact in parental CHO-K1 cells. ATP-induced calcium, Fluo-8 fluorescence. inhibition, % at 3 µM. 0.6% of 360,000 active. AID 602250;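 active means inhibition above a per-plate cutoff, the plate's mean sample inhibition plus 3 SD, cut at about 24% in these data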;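 further: 0% = DMSO plus EC80 ATP and 100% = DMSO alone without ATP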
# * hit, by the source's call; / = no result given. Rows were taken by chance; overall some 3.3% were active at least once.
SMILES	V1R ag counter	TAAR1 agonist	CHO-K1 Ca PAM	CHO-K1 Ca antag	M1 ag	OXTR potentiator	CHO-K1 Ca ag	CHO parental Ca	TAAR1 antagonist
CCCc1[nH]n(-c2ccc([N+](=O)[O-])cc2)c(=O)c1C=NCCc1c[nH]c2ccccc12	1.3	-2.3	8.8	-6.1	-4.0	-8.8	0.2	-15.6	15.2
O=C(c1ccco1)N1CCn2cccc2C1c1ccccc1 (configuration not stated)	-0.7	-2.3	18.5	-23.2	-4.1	-4.1	1.3	-39.3	-6.7
O=C1NC(=O)/C(=C/c2ccc(O)cc2)S1	2.3	10.4	15.8	0.6	-5.2	-6.0	0.6	-0.8	3.8
O=C(c1cnn(C(=O)COc2ccc(Cl)cc2)c1)c1ccccc1O	0.0	2.0	7.0	0.5	-4.3	0.3	0.5	-2.2	8.1
NS(=O)(=O)c1ccc(NC(=O)CSc2nnc(Cc3cccs3)n2-c2ccccc2)cc1	1.1	-0.2	7.2	-1.8	-4.3	2.0	-0.3	2.7	-14.8
CC(NC(=O)c1cccc(OC2CCN(C(=O)C3CC3)CC2)c1)c1ccc(F)cc1 (configuration not stated)	1.1	2.8	3.9	-11.8	-2.0	-1.3	2.0	-17.4	-32.5
CCOC(=O)C1CCN(S(=O)(=O)c2ccc3c4c(cccc24)C(=O)N3)CC1	3.2	/	-3.1	-18.9	3.8	-3.8	1.8	-11.1	/
COc1ccccc1OCC(=O)N1CCN(C(=O)c2ccco2)CC1	2.8	4.0	-15.9	17.2	-2.2	-3.4	-0.4	4.2	-2.8
CCOc1ccccc1NC(=O)CN1C(=O)CSC(C)C1=O (configuration not stated)	-0.9	-0.4	7.2	-6.6	-3.2	0.5	0.5	-15.3	-8.5
CCOCCCNC(=O)Cn1nc(-c2ccc(OC)c(OC)c2)ccc1=O	/	0.7	-3.9	-5.2	-3.1	/	-0.1	/	-7.5
Cc1cc(C)nc(N2CCN(C(=O)CCC(=O)Nc3nnc(C(C)C)s3)CC2)n1	0.1	8.0	16.7	-10.7	-7.8	-5.0	0.8	-13.5	5.6
CN(C)CCNC(=O)CCCNC(=O)Cn1cnc2sc3c(c2c1=O)CCCC3	0.3	4.6	4.2	-9.4	-3.0	-7.6	0.3	2.9	-6.3
COc1cccc(CNC(=O)c2cccc(NC(=O)CC3SC(N4CCCCC4)=NC3=O)c2)c1 (configuration not stated)	0.1	1.9	10.5	-8.9	1.0	-4.0	-0.2	-11.6	-3.4
CC(NC(=O)CCN1C(=O)c2ccccc2S1(=O)=O)c1ccccc1 (configuration not stated)	6.1	1.3	-23.1	0.4	-0.7	-6.9	-0.2	0.3	-24.3
COc1ccc(C2NC(c3ccc(OC)cc3OC)C(C)C(=O)C2C)c(OC)c1 (configuration not stated)	1.0	0.3	19.6	-14.4	-4.2	-14.2	0.4	-14.3	18.6
NC(Cc1ccccc1)c1csc(Nc2nncc3ccccc23)n1 (configuration not stated)	/	34.3	18.9	0.2	8.5	/	5.5	/	4.2
COc1cccc(NC(=O)COC(=O)C2CCN(S(=O)(=O)c3cccs3)CC2)c1	2.0	6.5	-14.3	14.6	-3.7	-2.9	1.4	-10.9	-6.8
O=C(c1ccc(=O)[nH]n1)N1CCN(S(=O)(=O)c2ccccc2F)CC1	0.3	8.1	-1.4	-5.9	-3.2	-0.8	0.5	-3.7	-6.9
CC1(Oc2ccc(-n3ccnc3)cc2)CCN(Cc2cccn2-c2nccs2)C1 (configuration not stated)	/	0.0	15.9	-4.4	-8.2	/	0.6	/	-5.5
c1ccc(CNc2cnccn2)cc1	-0.3	12.4	18.1	-14.9	-4.7	-4.0	1.8	-4.9	5.0
Cc1c(Cl)cccc1NC(=O)CSc1ncnc2c1cnn2CCc1ccccc1	1.2	2.7	-2.5	-10.4	-2.8	-4.2	-0.2	-8.4	-31.4
CN1CCN(c2nnc(-c3ccc(F)cc3)c3ccccc23)CC1	-0.2	0.4	2.4	-12.9	-11.2	0.0	0.2	-20.8	5.9
Cc1ccccc1C(=O)NC1CC2CCCC(C1)N2Cc1ccccc1 (configuration not stated)	-0.1	-1.6	-11.0	1.2	-9.6	-5.4	-0.8	-18.6	1.9
CCOC(=O)c1c(NC(=O)COC(=O)c2cc(OC)c(OC)cc2[N+](=O)[O-])sc(C)c1CC	0.6	1.9	2.4	-7.0	0.5	1.1	-0.3	-26.6	-10.7
CCOC(=O)c1sc(N(C)C)nc1-c1ccccc1	-0.9	3.4	2.8	-12.0	-5.3	-1.2	-0.2	-7.3	-5.2
COc1ccccc1NC(=O)NCCN1CCNC1=O	0.1	3.9	-11.8	11.5	1.0	1.3	-0.4	4.2	-20.4
O=C(Nc1nnc(CCN2CCCCC2)s1)C1CCCCC1	0.1	-0.9	17.4	-12.5	-5.5	0.9	0.7	5.0	-12.5
CCCCNC(=O)C1(C)CCCCN1C(=O)c1cc(OC)ccc1Br (configuration not stated)	/	1.2	2.0	-0.5	-2.9	/	-0.1	/	-20.9
CC1O[C@@H](OC2C(O)C(O)C(CO)O[C@H]2OC2C[C@]3(C)C(CC(O)C4[C@@H]([C@]5(C)CC[C@@H](C(C)(C)O)O5)CC[C@]43C)[C@@]3(C)CCC(O)C(C)(C)C23)C(O)C(O)C1O (some centres not stated)	1.4	4.6	-14.7	-0.9	-3.6	-2.5	-0.4	-8.5	1.0
CCOC(=O)N1CCN(C(=O)CSc2nnc(COc3ccccc3)o2)CC1	2.9	-0.5	22.4	-9.2	-0.6	-9.7	0.6	-11.1	1.2
COc1ccc(-n2nc3c(c2NC(=O)Cc2cccc(C)c2)CS(=O)C3)cc1 (configuration not stated)	0.3	0.5	8.7	3.0	-3.4	-2.2	-0.4	-1.6	-16.2
O=C(Nc1ccccc1)/C(=C\c1ccc2c(c1)OCO2)NC(=O)c1ccco1	1.3	7.9	9.3	-6.9	0.7	-1.6	-0.1	-8.7	11.9
Cc1ccc(C)c(C2=NNC(=O)CC2)c1	-0.7	1.6	-6.1	-1.8	-2.3	-2.2	0.1	-11.2	-22.1
CCC(C)NC(=S)N(CCc1ccccc1)Cc1cc2cc(OC)c(OC)cc2[nH]c1=O (configuration not stated)	-0.6	2.8	22.1	-2.8	-9.9	-9.4	0.2	-6.9	-3.6
COc1ccc(/C=C/C(=O)Nc2nc(N)n(-c3ccccc3)n2)cc1	-0.6	1.2	16.6	-4.5	-3.9	-2.5	1.4	-6.8	11.9
CCOC(=O)c1c(CNCCN(CC)CC)n(C)c2cc(Br)c(OC)cc12	-0.2	11.4	0.4	1.0	-4.7	0.7	0.0	-11.9	-6.5
CCN1C(=O)[C@H]2[C@@H](c3ccc(OC)cc3)N[C@]3(CCCN(Cc4ccc(F)cc4)C3=O)[C@H]2C1=O	/	4.2	11.1	4.8	-2.6	/	0.0	/	-9.6
C=CCC(C(=O)OC)(C(=O)OC)c1ccc(C(F)(F)F)cc1[N+](=O)[O-]	-0.9	3.4	6.5	-17.1	-4.7	2.4	3.3	-8.2	35.0
Cc1ccc(SCc2cc(=O)[nH]c(N3CCN(Cc4ccccc4)CC3)n2)cc1	0.1	8.9	4.5	8.3	2.6	-9.2	2.6	-0.1	9.3
O=C(COC(=O)CNC(=O)c1ccc(Cl)cc1Cl)NC1CCCCCCC1	0.5	0.3	0.1	2.4	-1.5	1.2	1.1	-13.7	13.4
CCN(CC)c1nc2n(c(=O)n1)CCO2	0.0	12.0	17.8	-5.6	-0.9	-5.3	0.2	-5.2	1.5
COc1ccc(CCNC(=O)C2CCCN2C(=O)NC2CCCCC2)cc1OC (configuration not stated)	-0.1	1.8	11.1	-6.2	-2.7	-5.8	0.0	-8.9	1.8
CC(=O)Nc1ccc(N(CC(=O)NC2CCCCC2)C(=O)Cn2nnc(-c3ccccc3)n2)cc1	-0.4	0.5	7.8	-15.2	-1.3	0.7	0.7	-1.4	-0.4
Cc1cccc2sc(NC(=O)CSc3nc4ccccc4o3)nc12	0.5	13.0	17.8	-8.2	-0.8	-6.5	0.2	-15.9	32.8
CN(C)S(=O)(=O)c1cccc(NC(=O)COC(=O)CCC(=O)c2cccs2)c1	1.0	3.1	10.3	-8.8	-2.4	-9.8	2.0	-2.9	-26.6
O=C(CSc1ncn[nH]1)Nc1nc(-c2ccccc2)cs1	2.9	15.5	5.7	-8.2	-0.1	-8.9	1.4	-2.2	14.2
Cc1cc(NC(=O)CSCC(=O)Nc2ccccc2Oc2ccccc2)no1	3.4	1.3	0.2	0.5	3.8	-11.4	3.6	-4.8	11.8
COc1ccccc1CNCCS(=O)(=O)NN1CCOCC1	/	3.5	23.1	-20.9	-1.4	/	0.7	-1.9	-1.1
Cc1ccc(CN2CCN(CCCn3cccn3)CC2CCO)cc1 (configuration not stated)	1.2	-0.3	2.2	-0.6	-7.5	0.2	0.1	0.9	-4.6
CCc1[nH]c(C)c(C(C)=O)c1C	0.2	8.7	-8.0	15.8	-1.0	-5.0	0.2	5.1	0.9
O=C(CCc1nnc2n(Cc3ccc(Cl)cc3)c(=O)c3ccccc3n12)NCCN1CCCC1	-0.3	0.9	-17.1	-4.1	-5.8	-8.5	0.1	-13.9	-37.8

# A section of the results above, for reference:
SMILES	V1R ag counter	TAAR1 agonist	CHO-K1 Ca PAM	CHO-K1 Ca antag	M1 ag	OXTR potentiator	CHO-K1 Ca ag	CHO parental Ca	TAAR1 antagonist
O=C(Nc1ccccc1)/C(=C\c1ccc2c(c1)OCO2)NC(=O)c1ccco1	1.3	7.9	9.3	-6.9	0.7	-1.6	-0.1	-8.7	11.9
Cc1ccc(C)c(C2=NNC(=O)CC2)c1	-0.7	1.6	-6.1	-1.8	-2.3	-2.2	0.1	-11.2	-22.1

# Screening results as filed in PubChem BioAssay.
